Assay outcomes as filed in PubChem BioAssay.
PHOSPHO1 inh – PubChem AID 1565 | Phosphoethanolamine/phosphocholine phosphatase (Homo sapiens), Q8TCT1 | recombinant PHOSPHO1, absorbance phosphatase assay | inhibition, % at 13.3 µM | 1.1% of 290,000 active; in the data active = inhibition above about 60%
Target sequence (Q8TCT1 whole entry, looked up): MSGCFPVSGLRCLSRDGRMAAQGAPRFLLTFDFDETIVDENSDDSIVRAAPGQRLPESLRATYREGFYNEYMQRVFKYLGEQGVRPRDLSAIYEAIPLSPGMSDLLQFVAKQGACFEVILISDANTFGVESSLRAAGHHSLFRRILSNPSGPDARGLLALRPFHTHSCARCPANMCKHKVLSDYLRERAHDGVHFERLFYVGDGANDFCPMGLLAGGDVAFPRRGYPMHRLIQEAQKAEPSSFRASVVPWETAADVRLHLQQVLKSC
VIM-2 inh – VIM-2 metallo-beta-lactamase inhibitors, primary screen, biochemical, epi-absorbance readout, Pseudomonas aeruginosa enzyme. 0.89% of 290,000 active. purified VIM-2, nitrocefin hydrolysis, epi-absorbance fluorescence. inhibition, % at 5.6 µM;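 active = inhibition above the mean of all tested compounds plus 3 SD, cutoff set per screening run, cut at about 7.5% in these data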;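 also: red hydrolysis product quenches plate fluorescence so inhibitors raise well fluorescence; 0% = enzyme with DMSO and 100% = DMSO without enzyme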
NS3 helicase inh – inhibitors of HCV NS3 helicase, primary screen, biochemical, Cy5 molecular beacon fluorescence; Hepatitis C virus NS3 helicase; NS3 helicase DNA unwinding; inhibition, % at 10.9 µM; 0.56% of 290,000 active; AID 1800, 2009;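 active = inhibition above the mean of all tested compounds plus 3 SD, set per campaign, cut at about 35% in these data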;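 also: 0% = DMSO wells and 100% = thioflavine S control wells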
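System: NS3 helicase fragment of HCV / Schedule: 1 h at 25 °C / Control set: DMSO alone as 0% and 110 µM thioflavine S as 100% / Reagent: Cy5/quencher beacon DNA duplex and ATP to start / Technique: Cy5 fluorescence / Replication: singlicate / Evaluation: % inhibition of end-to-start signal ratio versus controls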
MEKK3 PB1 HTS – modulators of MEKK3-MEK5 PB1 binding, primary screen, biochemical, wildtype MEKK3, multiplex bead flow cytometry, Alexa488-MEK5 | bead-based flow cytometry, Alexa488-MEK5 binding to MEKK3; actives lie on both sides; 0 = blocked by unlabeled MEK5, 100 = vehicle | binding response (% of control), % at 10 µM | Mitogen-activated protein kinase kinase kinase 3 (Homo sapiens), Q99759 | 1.4% of 290,000 active;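 active = binding response more than 3 SD above or below the average of its plate-row segment, actives on both sides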;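 also: Alexa488 bead fluorescence after subtracting the streptavidin-only scavenger bead signal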
Target sequence (Q99759 whole entry, looked up): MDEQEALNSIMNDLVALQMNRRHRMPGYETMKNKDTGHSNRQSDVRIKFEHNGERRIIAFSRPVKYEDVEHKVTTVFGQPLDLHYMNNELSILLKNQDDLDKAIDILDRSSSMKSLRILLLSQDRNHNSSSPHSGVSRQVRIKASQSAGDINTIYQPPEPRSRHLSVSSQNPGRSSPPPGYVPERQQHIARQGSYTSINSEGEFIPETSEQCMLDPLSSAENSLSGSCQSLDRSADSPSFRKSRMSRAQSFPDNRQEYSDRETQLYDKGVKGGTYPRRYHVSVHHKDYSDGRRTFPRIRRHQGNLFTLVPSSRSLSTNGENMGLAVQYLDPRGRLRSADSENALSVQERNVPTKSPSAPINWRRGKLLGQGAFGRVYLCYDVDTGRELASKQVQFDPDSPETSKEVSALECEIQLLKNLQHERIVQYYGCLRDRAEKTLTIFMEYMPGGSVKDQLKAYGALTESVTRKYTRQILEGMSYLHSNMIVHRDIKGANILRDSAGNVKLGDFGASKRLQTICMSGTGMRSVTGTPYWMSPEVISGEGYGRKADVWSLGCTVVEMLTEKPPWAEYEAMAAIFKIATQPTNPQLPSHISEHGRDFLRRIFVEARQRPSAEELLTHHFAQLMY
SUMO HTRF inh – inhibitors of in vitro SUMOylation cascade, primary screen, biochemical, HTRF, uHTS. SUMO-conjugating enzyme UBC9 (Homo sapiens), P63279. HTRF SUMOylation assay, SAE1/SAE2 + UBC9. inhibition, % at 35 µM. 0.36% of 290,000 active; in the data active = inhibition above about 50%, passing the limit was not always enough; also: strong numbers were not always called active
IDE act – human IDE activators in live cells, primary screen, fluorescence polarization, HEK cells, FAbeta-B substrate. Insulin-degrading enzyme (Homo sapiens), P14735. FAbeta-B cleavage; 0% vehicle, 100% cell-free pure enzyme wells. activation, % at 5.96 µM. 0.073% of 340,000 active;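 active = activation above the mean of all tested compounds plus 3 SD, set per screening campaign, cut at about 17% in these data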
IMP-1 inhibitor – IMP-1 metallo-beta-lactamase inhibitors, primary screen, biochemical, epi-absorbance readout, Pseudomonas aeruginosa enzyme. purified IMP-1, nitrocefin hydrolysis, epi-absorbance fluorescence. inhibition, % at 5.6 µM. 0.45% of 290,000 active. AID 1556, 2009;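 active = inhibition above the mean plus 3 SD of all compounds in the same screening run, cut at about 4.5% in these data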;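 also: 0% = IMP-1 with DMSO and 100% = DMSO wells lacking enzyme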
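System: purified IMP-1 / Input: IMP-1 dispensed at 0.2 nM / Medium: 50 mM HEPES pH 7.1, 50 µM ZnSO4, 0.05% Brij 35 / Timing: 15 min enzyme–compound preincubation, then 25 min nitrocefin reaction, 25 °C / Technique: plate fluorescence quenching by hydrolysis product, ex 480/em 530 nm / Repeats: singlicate testing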
pCIP destab – p/CIP-EGFP fusion destabilizers, primary screen, fluorescence, F442A cells; Q05BA5; 16 h; decrease of EGFP signal, % at 10 µM; 0.01% of 290,000 active; AID 1984, 2009;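 active = EGFP signal decrease of at least 30% at 10 µM or well 3 SD below plate mean, unless failing retest; inactive = the rest, including hits failing retest or dose response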; also: some compounds called inactive have numbers as strong as hits; many of its hits are not listed in these tables
DNA FID counter – compounds displacing fluorescent DNA intercalator, primary screen, artefact control for HCV NS3 helicase inhibitor project, biochemical, FID fluorescence. DNA fluorescent intercalator displacement. inhibition, % at 7.9 µM. 0.17% of 290,000 active. AID 1845, 2009; in the data active = inhibition above about 37%;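 also: 0% = vehicle and 100% = reference compound; higher means more ethidium bromide displaced from hairpin DNA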
Starred values were filed as active, the others as inactive; · = not tested or not shown. Not all compounds are listed; rates above refer to the full screens.

Short keys: A = PHOSPHO1 inh; B = VIM-2 inh; C = NS3 helicase inh; D = MEKK3 PB1 HTS; E = SUMO HTRF inh; F = IDE act; G = IMP-1 inhibitor; H = pCIP destab; I = DNA FID counter
(1) CCOC(=O)c1c(NC(=O)CSc2ncnc3ccccc23)sc(C)c1C
  A: 3.2	B: 2.0	C: 1.9	D: 105.0	E: -7.0	F: -0.3	G: -2.5	H: 1.5	I: -3.0
(2) O=C(O)CCC(=O)N1CCN(c2cccc(Cl)c2)CC1
  A: 5.5	B: -1.2	C: 2.1	D: 94.0	E: -5.7	F: 7.4	G: -5.1	H: -5.9	I: 1.9
(3) CCCS(=O)(=O)c1c(S(=O)(=O)CCC)c2cnccn2c1C(=O)c1ccc(CC)cc1
  A: -10.4	B: -1.6	C: 3.6	D: 87.0	E: -6.0	F: 3.6	G: -1.9	H: -17.8	I: -5.6
(4) Cc1cc(-c2c(C(=O)N3CCOCC3)c(C)nn2-c2ccccc2)no1
  A: 44.1	B: -0.7	C: 17.5	D: 106.0	E: 4.7	F: 8.1	G: -2.1	H: -15.5	I: -7.4
(5) COCc1ccc([C@@H]2C[C@H]3CN(Cc4ccccc4C)C(=O)[C@]34CCCN24)o1
  A: 32.5	B: 0.7	C: 5.9	D: 99.0	E: 10.9	F: 2.2	G: -0.9	H: -27.8	I: -20.8
(6) CC(C)CCn1c(C(C)O)nc2ccccc21 (stereo not given)
  A: 19.2	B: -1.0	C: 8.5	D: 94.0	E: 18.0	F: 0.0	G: 2.0	H: 1.2	I: -3.7
(7) Cc1ccc(S(=O)(=O)N(C)c2ccc(C)c([N+](=O)[O-])c2)cc1
  A: -4.6	B: -1.7	C: 1.8	D: 127.0	E: 5.9	F: 5.8	G: -4.0	H: 7.1	I: -19.6
(8) c1ccc2c(-c3nc(-c4ccncc4)no3)cccc2c1
  A: -11.1	B: -1.3	C: -1.4	D: 100.0	E: 20.3	F: 3.2	G: -1.3	H: -7.2	I: 2.6
(9) CC1CCN(C(=O)Cn2c(SCC(=O)Nc3nccs3)nc3ccccc32)CC1
  A: 6.4	B: -3.6	C: 4.6	D: 101.0	E: 15.6	F: 3.0	G: -3.6	H: -0.4	I: -12.8
(10) CCN(CC)CCN(C(=O)c1ccc2c(c1)CCCC2)c1nc2ccc(OC)cc2s1
  A: 17.6	B: -1.7	C: -39.9	D: 106.0	E: 9.6	F: -0.4	G: -1.9	H: -17.7	I: 35.0
(11) CC(/C=N/NC(=O)CSc1nc(C)cc(C)n1)=C\c1ccccc1
  A: 6.0	B: -1.1	C: -1.1	D: 117.0	E: 4.0	F: 3.0	G: -1.1	H: 3.9	I: -28.1
(12) CC(=O)N=c1sccn1CC(O)c1ccccc1 (stereo not given)
  A: -2.4	B: -4.7	C: 11.3	D: 102.0	E: 25.6	F: 1.9	G: -2.7	H: -15.2	I: 1.9
(13) COC(=O)c1cnc(N2CCOCC2)nc1C(F)(F)F
  A: 7.4	B: -2.3	C: 9.5	D: 98.0	E: 4.4	F: 2.9	G: -3.8	H: -2.7	I: -1.2
(14) O=C(Nc1ccc(N2CCOCC2)cc1)c1cnsn1
  A: 28.7	B: -1.7	C: -3.5	D: ·	E: -10.5	F: -1.6	G: -1.4	H: 7.7	I: 3.0
(15) COc1ccc(CN(C(=O)CCC(=O)Nc2cc(C)on2)C(C(=O)NC(C)(C)C)c2cccc(OC)c2OC)cc1 (stereo not given)
  A: 0.1	B: -2.2	C: 6.9	D: 104.0	E: -6.1	F: 4.0	G: -4.1	H: -14.5	I: -52.5
(16) CC(=O)c1ccc(OCC(O)CN2CCN(c3ccccn3)CC2)cc1 (stereo not given)
  A: -2.3	B: -0.2	C: 3.2	D: 115.0	E: -2.4	F: ·	G: -0.8	H: -2.3	I: -2.9
(17) O=C1Cc2ccccc2Sc2c(OCCN3CCCCC3)cccc21
  A: -12.1	B: 0.5	C: -19.4	D: 106.0	E: 8.9	F: 6.6	G: -5.1	H: -5.1	I: 11.0
(18) CC(C)C[C@H](NC(=O)c1nc[nH]c1C(=O)N[C@@H](CC(C)C)C(=O)OC(C)(C)C)C(=O)OC(C)(C)C
  A: 17.7	B: ·	C: ·	D: 101.0	E: -34.8	F: -1.7	G: ·	H: -1.6	I: ·
(19) O=c1ccc2cc(S(=O)(=O)Nc3ccc(F)cc3)ccc2o1
  A: -48.4	B: -0.7	C: 5.7	D: 115.0	E: 18.1	F: 5.6	G: -8.1	H: 23.8	I: 7.4
(20) COc1ccc(NC(=O)CSc2nnc(CNC(=O)COc3ccc(Cl)cc3)o2)c(OC)c1
  A: 3.8	B: -2.8	C: 1.9	D: 111.0	E: 1.9	F: -1.4	G: -3.0	H: 1.6	I: -17.9
(21) COc1ccccc1C1CC(=O)NC(C)=C1C(=O)OCC1CCCO1 (stereo not given)
  A: 36.9	B: -4.1	C: -1.9	D: 105.0	E: -3.4	F: -0.1	G: -4.1	H: -13.9	I: -16.0
(22) O=C(CC1Nc2ccccc2NC1=O)Nc1ccccc1NC(=O)CC1Nc2ccccc2NC1=O (stereo not given)
  A: 0.3	B: -2.5	C: -4.7	D: 104.0	E: 0.0	F: ·	G: -1.9	H: -19.1	I: -13.3
(23) COc1ccc(CCN(C)C(=O)CSc2nnnn2C)cc1OC
  A: 37.3	B: 0.3	C: 1.9	D: 104.0	E: 9.0	F: 4.3	G: -2.9	H: 0.6	I: -2.3
(24) C/C=C(\C)CN1CCCC(N(C)CCc2ccc(OC)c(OC)c2)C1 (stereo not given)
  A: ·	B: -3.1	C: 7.5	D: 104.0	E: 3.8	F: -0.1	G: -2.7	H: -2.7	I: 1.8
(25) CCCn1nc(C(=O)OCC(=O)Nc2cccc(OC)c2)c2ccccc2c1=O
  A: 38.9	B: 1.5	C: -8.8	D: 102.0	E: 1.3	F: 4.5	G: -1.5	H: -12.0	I: -10.9

(listing goes on)
Short keys: A = PHOSPHO1 inh; B = VIM-2 inh; C = NS3 helicase inh; D = MEKK3 PB1 HTS; E = SUMO HTRF inh; F = IDE act; G = IMP-1 inhibitor; H = pCIP destab; I = DNA FID counter
(26) CC(C)(C)OC(=O)N1CCC(C(=O)N[C@H](C(=O)O)c2ccccc2)(c2ccccc2)CC1
  A: ·	B: -5.4	C: 4.9	D: 105.0	E: 0.9	F: 4.6	G: -5.1	H: -8.4	I: -31.5
(27) CSCCC(NC(N)=O)C(=O)Nc1ccc(F)c(Cl)c1 (stereo not given)
  A: 19.9	B: -1.1	C: 1.0	D: 91.0	E: -19.8	F: 4.7	G: -1.3	H: 1.9	I: -1.2
(28) COc1ccc(-c2oc(NC(=O)CSc3nncn3C)c(C#N)c2-c2ccc(OC)cc2)cc1
  A: 9.5	B: -2.2	C: 2.7	D: 102.0	E: 8.8	F: 4.5	G: -2.1	H: -0.4	I: -6.0
(29) Cc1ccccc1NS(=O)(=O)c1ccc(Cl)cc1
  A: 27.9	B: -1.7	C: 6.5	D: 106.0	E: -7.4	F: 6.7	G: -1.1	H: -6.9	I: -1.1

Filtered by structure: those above containing a halogen (6)
Short keys: A = PHOSPHO1 inh; B = VIM-2 inh; C = NS3 helicase inh; D = MEKK3 PB1 HTS; E = SUMO HTRF inh; F = IDE act; G = IMP-1 inhibitor; H = pCIP destab; I = DNA FID counter
(2) O=C(O)CCC(=O)N1CCN(c2cccc(Cl)c2)CC1
  A: 5.5	B: -1.2	C: 2.1	D: 94.0	E: -5.7	F: 7.4	G: -5.1	H: -5.9	I: 1.9
(13) COC(=O)c1cnc(N2CCOCC2)nc1C(F)(F)F
  A: 7.4	B: -2.3	C: 9.5	D: 98.0	E: 4.4	F: 2.9	G: -3.8	H: -2.7	I: -1.2
(19) O=c1ccc2cc(S(=O)(=O)Nc3ccc(F)cc3)ccc2o1
  A: -48.4	B: -0.7	C: 5.7	D: 115.0	E: 18.1	F: 5.6	G: -8.1	H: 23.8	I: 7.4
(20) COc1ccc(NC(=O)CSc2nnc(CNC(=O)COc3ccc(Cl)cc3)o2)c(OC)c1
  A: 3.8	B: -2.8	C: 1.9	D: 111.0	E: 1.9	F: -1.4	G: -3.0	H: 1.6	I: -17.9
(27) CSCCC(NC(N)=O)C(=O)Nc1ccc(F)c(Cl)c1 (stereo not given)
  A: 19.9	B: -1.1	C: 1.0	D: 91.0	E: -19.8	F: 4.7	G: -1.3	H: 1.9	I: -1.2
(29) Cc1ccccc1NS(=O)(=O)c1ccc(Cl)cc1
  A: 27.9	B: -1.7	C: 6.5	D: 106.0	E: -7.4	F: 6.7	G: -1.1	H: -6.9	I: -1.1
